# SK-BR-3 tox 24h: SK-BR-3 proliferation inhibitors; hit rate 0.47% among 41,000; viability, % at 10 µM; SK-BR-3 viability, CellTiter-Glo ATP luminescence, 24 h; hits give low values;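 active means viability at or below the median of all test compounds minus 3 SD, in both replicates if run twice, cut at about 45% in these data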;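 further: 100% = median untreated cell wells and 0% = median positive control drug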
# An asterisk follows results filed as active.
SMILES	SK-BR-3 tox 24h
CC(C)(C)Sc1ccc(N)nc1	97
COc1cccc(NC(=O)CSc2nnc(CNC(=O)c3ccccc3)n2C)c1	70
COCCn1c(C)cc(C(=O)CSc2ncn[nH]2)c1C	89
CCCn1nnnc1SCC(=O)NCc1ccc2c(c1)OCO2	99
CCC1c2ccc(C)n2CCN1C(=O)Nc1cc(Cl)ccc1OC (centres undefined)	87
Cc1nnc(SCC(=O)N(C(C)C)C(C)C)nc1C	84
COc1ccc(OC)c(S(=O)(=O)Nc2ccccc2C(=O)O)c1	112
O=C1Nc2ccc(S(=O)(=O)N3CCCC3)c3ccc(S(=O)(=O)N4CCCC4)c1c23	80
Cc1ccc2cc(C)c3nnc(SCC(=O)NCc4ccco4)n3c2c1	83
COc1ccc(C(=O)Nc2c(F)c(F)c(F)c(F)c2F)c(OC)c1	93
O=C(NCCN1CCN(C(=O)c2cccs2)CC1)c1cccs1	97
COc1ccc(CNc2ccc(C(=O)O)cc2)cc1	108
COc1ccccc1-n1cnc2cc(NCc3ccco3)ccc21	99
CC1(C)Nc2ccccc2N(CC(=O)N2CCCCC2)C1=O	93
COC(=O)C1Cc2c([nH]c3ccccc23)CN1 (centres undefined)	89

# Other entries
SMILES	SK-BR-3 tox 24h
CC1(C)C2CCC1(C)C(OC(=O)CC(=O)O)C2 (centres undefined)	99
Cc1cccc2cc(CN(CCN3CCOCC3)C(=O)Nc3ccccc3F)c(=O)[nH]c12	137
COc1ccc(-c2nc(=S)c3c(n2CCN2CCOCC2)CC(C)(C)OC3)cc1	76
CCC1=Nc2ccccc2NC2=C1C(=O)CCC2	103
CCSc1ccccc1C(=O)N1CCN(Cc2ccc3c(c2)OCO3)CC1	79
O=c1cc(-c2ccccc2)[nH]c2ccccc12	94
CCOC(=O)c1ccc(NC(=O)CN2CCN(CCN=CC3=C(O)CC(C)(C)CC3=O)CC2)cc1	100
c1ccc(-c2noc(-c3ccc4ccccc4c3)n2)nc1	111
COC(=O)c1ccc(NC(=O)Cn2nnc3ccccc32)cc1	84
Cc1ccc2c3c(c(SCC(=O)Nc4nonc4C)nc2c1)CCCC3	75
Cn1c(CCNC(=O)c2ccccc2)nc2ccccc21	119
O=S(=O)(c1ccccc1)c1nc(-c2ccco2)oc1NCc1ccco1	94
Cc1c(CNC(=O)c2cnn3c2NC(c2ccccc2)CC3C(F)(F)F)cnn1C (centres undefined)	90
CCCn1c(SCC(=O)N2CCCc3ccccc32)nnc1-c1ccco1	82
O=C(NCc1cccnc1)C1CCCN(S(=O)(=O)c2ccc(Cl)cc2)C1 (centres undefined)	90

# (continued)
SMILES	SK-BR-3 tox 24h
O=C(Nc1ccon1)c1ccc(Br)o1	91
CC1CCN(c2[nH]c(=S)c(C#N)c3c2CCCC3)CC1	90
CCOC(=O)Cc1csc(NC(=O)c2cccs2)n1	84
Cn1c(=O)cc(SCC(=O)Nc2ccccn2)c2ccccc21	89
CCc1nnc(NC(=O)c2ccc(S(=O)(=O)N(CC)Cc3ccccc3)cc2)o1	53
CCCCOC(=O)C(C#N)c1nc2ccccc2nc1N1CCN(Cc2ccc3c(c2)OCO3)CC1 (centres undefined)	78
O=C(CCn1nnc2ccccc21)N1CCN(c2ccccc2)CC1	95
COc1ccc(OCC(=O)N2CCN(C(=O)COc3ccc(Br)cc3)CC2)cc1	105
c1csc(Cn2c(-c3cccs3)nc3ccccc32)c1	78
O=C(COC(=O)c1ccco1)NCC1CCCO1 (centres undefined)	80
Cc1onc(-c2ccccc2)c1C(=O)NC(C)C1CCCO1 (centres undefined)	87
C=CCN1C(=O)CN=C1Nc1cc(C)cc(C)c1	95
COc1cccc(-c2csc3nnc(SCC(=O)c4ccc(NC(C)=O)cc4)n23)c1	81
CCCC(=O)c1ccc(N2CCN(C(=O)c3ccc(Br)cc3)CC2)c(F)c1	74
Cn1cnc2nc3n(c2c1=O)CCC3	139

# The listing continues:
SMILES	SK-BR-3 tox 24h
CCCCC(=O)Nc1cccc(-c2cn3ccsc3n2)c1	103
COc1ccc(OC)c(NC(=O)CSc2nc3cccnc3n2C)c1	83
CC(c1ccccc1)C1C(C#N)=C(N)OC2=C1C(=O)CC(C)(C)C2 (centres undefined)	99
Cn1c(=O)n(C)c2cc(/C=N/n3cnnc3)ccc21	62
CC(C)COc1ccc(-c2nnn(CC(=O)N3CCCC3)n2)cc1	87
CCOc1cccc(C(=O)Nc2cccc(-c3nnc(-c4ccccc4)o3)c2)c1	76
O=C(NCN1CCCCC1)c1cccnc1	105
CC(C)CNC(=O)c1ccccc1NC(=O)CN(c1ccc2c(c1)OCCO2)S(C)(=O)=O	99
Cc1ccc(-n2ncc3c(=O)n(CC(=O)NC4CCCC4)cnc32)cc1C	110
CN(C)c1ccc(CN(C(=O)COc2ccc(Br)cc2)C2CCS(=O)(=O)C2)cc1 (centres undefined)	90
CCOC(=O)c1c(NC(=O)CSc2nnnn2-c2ccc3c(c2)OCO3)sc(C)c1C	96
CCOCCCNC(=O)c1c[nH]c2ccc(S(=O)(=O)Nc3cccc(OC)c3)cc2c1=O	83
Cc1nc(NCCCN2CCOCC2)c2oc3ccccc3c2n1	85
CCC(CC)C(=O)NCCc1ccc(OC)c(OC)c1	86
CCCc1[nH]nc2c1C(C1CC=CCC1)C(C#N)=C(N)O2 (centres undefined)	97

# Later entries.
Molecule,SK-BR-3 tox 24h
Cc1onc(-c2ccccc2Cl)c1-c1nc(-c2ccccn2)no1,98
Cc1ccc(-c2cc(C(F)(F)F)c(C#N)c(SCCC#N)n2)o1,83
Cc1ccc(S(=O)(=O)c2cc3c(=O)n4cccc(C)c4nc3n(Cc3ccco3)c2=N)cc1C,92
COc1ccc(NS(=O)(=O)c2ccc(OCC(=O)N3CCCC3)cc2)cc1,86
CC(NC(=O)NCc1cccnc1)(C(F)(F)F)C(F)(F)F,102
O=C(CN1C(=O)c2ccccc2C1=O)NCC1COc2ccccc2O1 (centres undefined),90
Cc1ccc(S(=O)(=O)N2CCC(C(=O)N[C@H](C(=O)NCc3ccco3)C(C)C)CC2)cc1,102
COC(=O)c1cc(Br)c(=O)n(CC(C)C)c1,98
O=c1[nH]c(N2CCN(c3ccccc3)CC2)nc2c1CCC2,84
COc1ccc(OC)c(S(=O)(=O)Nc2cnc3ccccc3c2)c1,81
COc1ccc(-c2cc3nc(C)c(CCC(=O)NCc4ccco4)c(C)n3n2)c(OC)c1,77
CCOC(=O)CCSc1nc(C)cc(C(F)(F)F)c1C#N,93
COC1(OC)N=C(NC(=O)Nc2ccccc2)C2(C#N)C(c3ccccc3)C12C#N (centres undefined),81
O=C(NCCN1CCN(c2ccccc2F)CC1)C1c2ccccc2C(=O)N2CCc3ccccc3C12 (centres undefined),104
CCN(CC)S(=O)(=O)c1cc(C(=O)Nc2ccccc2C(=O)O)ccc1OC,65
CCOc1ccc(C)cc1S(=O)(=O)Nc1cccnc1,96
CS(=O)(=O)NCCSCc1ccc(Cl)cc1,82
CN(C(=O)c1ccccc1C(=O)c1ccccc1)C1CCS(=O)(=O)C1 (centres undefined),96
Cc1ccc(C(=O)NCCN(C)C)c(C)c1,94
COC(=O)c1[nH]c(C)c(/C(O)=C2\C(=O)C(=O)N(CCN(C)C)C2c2ccc(C)o2)c1C (centres undefined),125
CCOC(=O)N1CCN(C(=O)c2ccccc2NC(=O)c2ccc(OC)cc2)CC1,90
O=C(c1ccc(=O)oc1)N1CCCc2ccccc21,107
CC(=O)Nc1ccc(C(=O)CSc2nnc(C)o2)cc1,97
Cc1cc(N2CCN(C/C=C/c3ccccc3)CC2)n2ncnc2n1,82
CC(=O)c1cc(-c2ccccc2)n(CC(=O)NCc2cccs2)c1C,76

# In a second layout: four of the compounds above.
> O=C(CN1C(=O)c2ccccc2C1=O)NCC1COc2ccccc2O1 (centres undefined)
  SK-BR-3 tox 24h: 90

> Cc1ccc(S(=O)(=O)N2CCC(C(=O)N[C@H](C(=O)NCc3ccco3)C(C)C)CC2)cc1
  SK-BR-3 tox 24h: 102

> COC(=O)c1cc(Br)c(=O)n(CC(C)C)c1
  SK-BR-3 tox 24h: 98

> O=c1[nH]c(N2CCN(c3ccccc3)CC2)nc2c1CCC2
  SK-BR-3 tox 24h: 84

# Additional compounds.
Molecule,SK-BR-3 tox 24h
COC(=O)c1cc(Cl)c(NS(=O)(=O)c2ccccc2)cc1OC,83
Cc1c(Cl)cccc1NC(=O)CCN1CCCCC1,95
O=C(c1c[nH]c2ccc(S(=O)(=O)N3CCOCC3)cc2c1=O)N1CCCC1,50
COc1cccc(-n2c(SCC(=O)O)nnc2-c2cccnc2)c1,78
Cc1cc(S(=O)(=O)NCCCN2CCOCC2)ccc1F,91
COc1cccc(-c2cc(C(=O)Nc3cccc(O)c3)no2)c1,74
CCOc1cc(S(=O)(=O)NCc2ccccc2)ccc1F,87
CC1(C)CC(=O)N(c2ccccc2)C1(C)O (centres undefined),107
C=CCn1c(SCC(=O)C(C)(C)C)nnc1-c1cccs1,85
CCCc1ccc(OCC(O)CN2CCN(c3ccccc3)CC2)cc1 (centres undefined),87
Cc1cc2c(c(=O)n1Cc1ccccn1)C(c1ccc3c(c1)OCO3)C(C#N)=C(N)O2 (centres undefined),94
COc1cccc(-c2nnc(SCc3cccnc3)o2)c1,76
COc1cccc(C(=O)NC2CC3CCCC(C2)N3CC(=O)Nc2ccc(N(C)C)cc2)c1 (centres undefined),83
CN(c1ccc(C(=O)NCc2ccco2)cc1)S(C)(=O)=O,82
COc1ccc2[nH]c(=O)c(CN(CCCN(C)C)C(=O)Nc3ccccc3)cc2c1,66
CCN(CC)S(=O)(=O)c1ccc(C(=O)N2CCN=C2SCc2cccnc2)cc1,89
Cc1ccc(S(=O)(=O)NCCCN(C)C)cc1,104
Cc1ccc(/C(O)=C2/C(=O)C(=O)N(Cc3ccco3)C2c2cccs2)cc1 (centres undefined),89
O=C(C1CC1)N1CCc2cc(Br)cc(S(=O)(=O)NCC3COc4ccccc4O3)c21 (centres undefined),92
O=C(Nc1ccccc1-c1nc2ccccc2s1)c1ccco1,82
COC(=O)c1nnn(-c2nc(N3CCCCC3)nc(N3CCCCC3)n2)c1C,103
C=CCn1c(SCC(=O)Nc2c(C)nn(Cc3ccccc3)c2C)nnc1C(O)c1ccccc1 (centres undefined),106
CCn1c(-c2ccco2)n[nH]c1=S,96
COc1ccc(S(=O)(=O)N2CCCC2C(=O)NCc2cccs2)cc1 (centres undefined),90
CCCCOC(=O)CCc1n[nH]c(=O)[nH]c1=O,116

# Rewritten field by field: 4 of the compounds above
CC1(C)CC(=O)N(c2ccccc2)C1(C)O (centres undefined)
  SK-BR-3 tox 24h: 107

C=CCn1c(SCC(=O)C(C)(C)C)nnc1-c1cccs1
  SK-BR-3 tox 24h: 85

CCCc1ccc(OCC(O)CN2CCN(c3ccccc3)CC2)cc1 (centres undefined)
  SK-BR-3 tox 24h: 87

Cc1cc2c(c(=O)n1Cc1ccccn1)C(c1ccc3c(c1)OCO3)C(C#N)=C(N)O2 (centres undefined)
  SK-BR-3 tox 24h: 94

# Later entries:
Molecule,SK-BR-3 tox 24h
O=C1CC(N2CCN(c3ccc(S(=O)(=O)N4CCOCC4)cc3)CC2)C(=O)N1Cc1ccccc1 (centres undefined),100
CCc1ccccc1N1CSC2=C(C#N)C(c3cc(OC)c(OC)cc3OC)CC(=O)N2C1 (centres undefined),90
COc1ccccc1NC(=O)c1cccc(NC(=O)c2ccco2)c1,71
CC1CCc2nc(NC(=O)c3ccco3)sc2C1 (centres undefined),94
CCOc1ccc(C(=O)N2CCCC2)cc1OC,97
COc1ccc(CNC(=O)CCCNS(=O)(=O)c2cccc3nonc23)cc1,99
Nc1nnnn1/N=C/C(Br)=C/c1ccccc1,180
CCS(=O)(=O)N1CCC(c2nc(-c3ccc(C)cc3)no2)CC1,71
Cc1ccc(-c2cc(C(=O)NCCN3CCOCC3)no2)cc1,96
CCOCCCNC(=O)C1CCC(CNS(=O)(=O)c2ccc(F)cc2)CC1 (centres undefined),91
Cc1ccc(-c2nnc3sc(CCc4ccccc4)nn23)cc1,92
COCCn1cc(C(=O)N2CCC(C)CC2)c2c3ccccc3n(C)c2c1=O,88
O=C(CNC(=O)c1ccco1)OCc1ccc(C(=O)Oc2ccccc2)cc1,72
Nc1c2c(nc3ccccc13)N(C1CCCCC1)CC2,76
CC(=O)OC1CC(C)(C)N(OC(=O)c2ccccc2)C(C)(C)C1,111
COc1ccccc1Cn1c(CCCO)nc2ccccc21,95
C=C(c1ccc(O)cc1)c1ccc(O)cc1,104
Cc1ccccc1NC(=O)CSC(N)=O,72
O/N=C1/CCc2nonc2/C1=N/O,123
CCOC(=O)CSc1nnc([C@H](C)NC(=O)OC(C)(C)C)o1,85
C/C(N)=N\S(=O)(=O)c1ccc(Cl)cc1,106
Cn1c(CC2C(=O)Nc3ccc(Br)cc32)nc2ccccc2c1=O (centres undefined),98
CCOC(=O)Nc1sc(=S)n(C)c1C,97
CC(NC(=O)c1cncc(Br)c1)c1ccc(S(N)(=O)=O)cc1 (centres undefined),81
COc1cc(-c2nnc(SCc3cccnc3)n2C)cc(OC)c1O,103

# Brought forward from above: four entries, followed by the next part.
Molecule,SK-BR-3 tox 24h
Cn1c(CC2C(=O)Nc3ccc(Br)cc32)nc2ccccc2c1=O (centres undefined),98
CCOC(=O)Nc1sc(=S)n(C)c1C,97
CC(NC(=O)c1cncc(Br)c1)c1ccc(S(N)(=O)=O)cc1 (centres undefined),81
COc1cc(-c2nnc(SCc3cccnc3)n2C)cc(OC)c1O,103
COc1ccccc1OCc1ccc(C(=O)NCc2ccco2)o1,89
COC(=O)c1sc(NC(=O)CSc2nnc(C(C)C)n2C)nc1C,110
COc1ccc(NC(=O)N2c3ccccc3CC2C)cc1OC (centres undefined),107
CCOC(=O)C1CCN(C(=O)c2ccccc2Oc2ccccc2)CC1,87
CN1C(=O)C(C(=O)NC(C)(C)C)C2c3ccccc3OC13CCCCC23 (centres undefined),98
COc1cc(OC)c(S(=O)(=O)N2CCCCC2)cc1S(=O)(=O)N1CCCCC1,104
CCOC(=O)C1CCN(c2nc3cc(OC)ccc3cc2C#N)CC1,100
CN(C)CCCOC(=O)c1cc2ccccc2o1,108
CCCCn1nnc(NC(=O)c2ccc(-c3ccccc3)cc2)n1,85

# Screens: PubChem, SRMLSC

# Not all compounds are listed, so the mix of outcomes need not match the whole.
